High-throughput results: PubChem, several laboratories
Keap1-Nrf2 PPI – inhibitors of human Keap1-Nrf2 protein-protein interaction; Keap1 Kelch-Nrf2 peptide fluorescence polarization, 1536-well; AID 504523; actives 0.15% (n = 340,000); Q14145; inhibition, % at 9.4 µM; in the data active = inhibition above about 12%;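 also: human Keap1 Kelch domain with fluorescein labeled Nrf2 9mer peptide probe; 0% = neutral control wells and 100% = peptide positive control; higher means more block of Keap1 binding to Nrf2 peptide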
Wnt act – Wnt/beta-catenin pathway activation; Wnt/beta-catenin reporter cell assay, activator, plate reader; activation, % at 9.35 µM; actives 1.2% (n = 300,000); AID 743398; in the data active = activation above about 30%, passing the limit was not always enough;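 also: 0% = neutral control wells and 100% = positive control wells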
LANA DNA inh – blocks KSHV LANA C-terminal domain binding to DNA; MBP-C-LANA/FAM-LBS DNA binding, fluorescence polarization; inhibition, % at 9 µM; actives 0.078% (n = 340,000); AID 504423;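 active = highest replicate inhibition at or above 60% at 9 µM, even if other replicates fall short; inactive = all replicates below 60% inhibition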;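 also: 0% = neutral control wells and 100% = 4 µM acridine orange control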
OPRM1-OPRD1 inv – inverse agonists of human mu-delta opioid receptor heterodimerization; P35372+P41143; cell-based MOR-DOR heterodimer luminescence, inverse agonism; inhibition, % at 9.3 µM; actives 0.21% (n = 340,000); in the data active = inhibition above about 22%, passing the limit was not always enough;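 also: 0% = cells with DMSO and 100% = wells without cells with DMSO; values of inactives mirror those of a sister screen read the other way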
Cardiac RTF inh – cardiac RTF calcium desensitization | P19429+P45379 | IANBD-labeled cardiac RTF, Ca2+ fluorescence | actives 0.12% (n = 340,000) | inhibition, % at 7.15 µM | AID 493244;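 active = inhibition above the mean inhibition of all tested compounds plus 3 SD, cut at about 17% in these data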;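 also: assay run at fixed EC70 calcium of 1.6 mM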
Pemphigus Ab inh – inhibitors of pemphigus antibody binding to human desmoglein-3; P32926; DSG3-coupled beads, scFv-anti-DSG3-GFP binding, flow cytometry; active compounds read low; binding (percent of control), % at 10 µM; actives 0.48% (n = 310,000); AID 588358;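 active = binding more than 3 SD below its plate's average and above zero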;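 also: hits lower antibody fragment binding to DSG3; some compounds called inactive have numbers as strong as hits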
Target sequence (P32926 whole entry, looked up, the tested form may be a part): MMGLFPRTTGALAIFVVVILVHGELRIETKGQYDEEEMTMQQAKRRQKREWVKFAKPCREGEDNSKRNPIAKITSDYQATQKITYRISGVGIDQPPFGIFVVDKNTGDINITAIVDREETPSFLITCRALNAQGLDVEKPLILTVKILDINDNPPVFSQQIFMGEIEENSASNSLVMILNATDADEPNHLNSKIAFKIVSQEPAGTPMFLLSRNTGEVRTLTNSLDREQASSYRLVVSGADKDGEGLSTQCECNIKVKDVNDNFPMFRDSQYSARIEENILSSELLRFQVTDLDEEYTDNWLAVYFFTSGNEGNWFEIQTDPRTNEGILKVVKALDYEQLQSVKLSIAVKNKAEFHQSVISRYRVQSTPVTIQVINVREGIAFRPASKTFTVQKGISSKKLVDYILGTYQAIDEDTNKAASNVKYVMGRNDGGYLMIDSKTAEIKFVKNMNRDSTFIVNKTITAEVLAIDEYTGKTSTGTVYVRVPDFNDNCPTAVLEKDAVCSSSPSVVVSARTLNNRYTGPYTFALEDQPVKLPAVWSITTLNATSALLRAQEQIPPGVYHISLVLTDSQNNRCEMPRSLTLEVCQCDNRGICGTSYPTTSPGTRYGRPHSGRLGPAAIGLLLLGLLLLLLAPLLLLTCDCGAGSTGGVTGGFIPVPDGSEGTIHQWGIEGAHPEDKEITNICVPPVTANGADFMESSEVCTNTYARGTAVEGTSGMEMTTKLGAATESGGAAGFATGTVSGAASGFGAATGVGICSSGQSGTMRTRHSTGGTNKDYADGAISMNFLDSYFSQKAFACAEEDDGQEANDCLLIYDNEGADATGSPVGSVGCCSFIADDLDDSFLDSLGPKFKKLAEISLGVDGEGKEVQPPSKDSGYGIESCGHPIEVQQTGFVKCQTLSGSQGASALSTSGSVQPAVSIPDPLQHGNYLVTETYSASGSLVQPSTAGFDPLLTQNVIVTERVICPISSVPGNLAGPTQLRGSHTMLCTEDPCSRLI
RTF Ca sens act – increases calcium sensitivity of human cardiac regulated thin filaments. IANBD-labeled TnC RTF fluorescence at EC20 calcium; 0% EC20 calcium, 100% full calcium. actives 0.24% (n = 340,000). P19429+P45379. activation, % at 7.2 µM;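 active = activation above the mean over all tested compounds plus 3 SD, cut at about 30% in these data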;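 also: rise in fluorescence read as greater calcium sensitivity of cardiac thin filaments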
MOR-DOR ag – agonists of human mu-delta opioid receptor heterodimerization. P35372+P41143. actives 0.3% (n = 340,000). cells, OPRM1-OPRD1 heterodimerization, luminescence. activation, % at 9.3 µM; in the data active = activation above about 18%;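 also: 0% = vehicle-treated cells and 100% = reference agonist; values of inactives mirror those of a sister screen read the other way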
Arr AP2 block – blocks beta-arrestin peptide binding to AP2 adaptin. actives 0.31% (n = 340,000). FITC-arrestin peptide / GST-AP2 beads, flow cytometry; AP2 beta2 appendage carries R879A mutation. inhibition, % at 10 µM;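 active = inhibition above a set limit, near 3 SD of compounds lacking own fluorescence, cut at about 54% in these data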;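 also: plate controls were DMSO wells for no effect and 5 µM unlabelled arrestin peptide for full effect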
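System: GST-AP2 R879A glutathione beads | Also added: FITC-arrestin peptide, 50 nM | Times: 12 min plus 1 h, RT | Signal: Bead flow cytometry, FITC channel | Buffer or medium: PBS with 0.05% Tween 20 and 0.1% BSA | Read-out basis: Percent drop in bead-associated FITC signal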
V-ATPase pH – alters yeast V-ATPase proton transport; S. cerevisiae, pHLuorin cytosolic pH fluorescence; response, % at 10 µM; actives 0.37% (n = 350,000); in the data active = response mostly above about 7.3%, no sharp cut-off; inactive = mostly below about 5.4%; also: actives read high; inactives centre near 0; some compounds called inactive have numbers as strong as hits; reference of the scale not given here
An asterisk follows results filed as active; x = no result given.

item	smiles	Keap1-Nrf2 PPI	Wnt act	LANA DNA inh	OPRM1-OPRD1 inv	Cardiac RTF inh	Pemphigus Ab inh	RTF Ca sens act	MOR-DOR ag	Arr AP2 block	V-ATPase pH
1	NC(=O)C(c1ccc(Cl)cc1)c1ccc(Sc2ccccc2)nn1 (centres undefined)	3	x	1.1	-22	-5	98	-4	3.8	9	-10
2	COCCNC(=O)CN1C(=O)COc2ccc(S(=O)(=O)N3CCCCCC3)cc21	1	-1	-0.3	14	-4	101	1	-2.8	3	0
3	CCOC(=O)C1(CC2CCCCO2)CCN(Cc2nccn2-c2cccc(C)c2)CC1 (centres undefined)	-4	-2	0.8	-64	4	87	1	13	21	6
4	CCOc1ccc(S(=O)(=O)N2CCC(C(=O)NCc3ccccc3CN3CCCC3)CC2)cc1	-4	-4	-1.0	10	-1	114	1	-2.4	9	-1
5	CCOc1cc(S(=O)(=O)n2ccc(C)n2)ccc1Br	-7	0	-0.9	17	-2	105	9	-3.7	-3	0
6	CN(CCc1ccccc1)C(=O)c1cccc(NC(=O)Cc2cccc(NC(=O)C3CCCN(C(=O)c4ccccc4)C3)c2)c1 (centres undefined)	-4	-1	2.2	6	-5	94	4	-1.3	1	1
7	CCn1c(NCc2cc(OC)ccc2OC)nc2ccccc21	1	13	0.2	21	-5	105	-9	-4.1	19	4
8	CCOC(=O)Cn1nc(C)c(NC(=O)COc2ccccc2)c1C	1	1	0.0	5	-16	102	4	-0.8	-35	-1

In the list so far, four contain sulfur:
item	smiles	Keap1-Nrf2 PPI	Wnt act	LANA DNA inh	OPRM1-OPRD1 inv	Cardiac RTF inh	Pemphigus Ab inh	RTF Ca sens act	MOR-DOR ag	Arr AP2 block	V-ATPase pH
1	NC(=O)C(c1ccc(Cl)cc1)c1ccc(Sc2ccccc2)nn1 (centres undefined)	3	x	1.1	-22	-5	98	-4	3.8	9	-10
2	COCCNC(=O)CN1C(=O)COc2ccc(S(=O)(=O)N3CCCCCC3)cc21	1	-1	-0.3	14	-4	101	1	-2.8	3	0
4	CCOc1ccc(S(=O)(=O)N2CCC(C(=O)NCc3ccccc3CN3CCCC3)CC2)cc1	-4	-4	-1.0	10	-1	114	1	-2.4	9	-1
5	CCOc1cc(S(=O)(=O)n2ccc(C)n2)ccc1Br	-7	0	-0.9	17	-2	105	9	-3.7	-3	0

Additional results:
item	smiles	Keap1-Nrf2 PPI	Wnt act	LANA DNA inh	OPRM1-OPRD1 inv	Cardiac RTF inh	Pemphigus Ab inh	RTF Ca sens act	MOR-DOR ag	Arr AP2 block	V-ATPase pH
9	C=CCOc1ccc(/C=C/C(=O)OCC(=O)NC(C)c2ccc(F)cc2)cc1 (centres undefined)	-3	0	2.2	-8	-5	103	-6	1.6	14	5
10	CNC(=O)C1CCN(S(=O)(=O)c2c(C)noc2/C=C/N(C)C)CC1	-11	2	1.9	15	15	96	-5	-3.0	-17	2
11	Fc1ccc(N/N=C/c2cccnc2)c(F)c1	-4	4	1.3	-2	2	97	-2	0.4	-4	-4
12	Cc1cc(N2C(=O)C(O)=C(C(=O)c3cccs3)C2c2ccccc2)no1 (centres undefined)	2	10	-0.4	11	0	98	-2	-2.2	22	4
13	Cc1ccc(NS(=O)(=O)c2cccc(C(=O)NCc3ccccn3)c2)cc1	-3	0	-12	-2	8	102	-8	0.3	53	4
14	Cc1cc(OCC(=O)OC(C)C(=O)Nc2ccc(N3CCOCC3)cc2)ccc1Cl (centres undefined)	0	0	-2.6	9	5	89	-2	-2.3	-9	0
15	O=c1c2ccccc2nc(COc2ccccc2)n1/N=C/c1cn[nH]c1-c1ccccc1	-7	-2	-0.1	-5	-2	97	-3	1.0	10	2
16	COc1ccc(/C=C2/N=C(SC)NC2=O)cc1OC	4	11	0.7	8	3	106	-2	-1.4	-14	1

The results go on.
item	smiles	Keap1-Nrf2 PPI	Wnt act	LANA DNA inh	OPRM1-OPRD1 inv	Cardiac RTF inh	Pemphigus Ab inh	RTF Ca sens act	MOR-DOR ag	Arr AP2 block	V-ATPase pH
17	Cc1ccc(S(=O)(=O)NCCC(=O)NNC(=O)COc2ccc(Br)cc2)cc1C	-2	-1	-1.0	0	-1	94	0	-0.1	10	-1
18	Cc1ccc(NC2=NC3(CCCC3)N=C(N)N2)c(C)c1	-1	0	2.0	1	-3	x	-6	-0.3	5	-1
19	COc1ccccc1N1CCN(Cc2nc3ccsc3c(=O)[nH]2)CC1	-4	-2	0.4	13	-5	106	-2	-3.0	-4	2
20	Cc1[nH]c2ccccc2c1Cc1nnc(SCC(=O)NCc2ccco2)o1	1	-1	-3.2	3	-5	111	-5	-0.6	13	0
21	CCN(Cc1ccccc1)Cc1c(F)cccc1F	-3	1	-0.4	-16	1	102	-1	2.7	-13	-2
22	O=C(NCc1csc(-c2ccccc2)n1)c1ccco1	0	x	0.9	14	-5	97	-2	-3.0	6	5
23	O=C(Cn1nnc2c(cnn2-c2ccc(F)cc2)c1=O)Nc1ccccc1C(F)(F)F	1	1	-0.8	4	3	102	3	-0.8	34	1
24	COc1ccccc1CNC(=O)CSc1nc2c(oc3ccccc32)c(=O)n1CC1CCCO1 (centres undefined)	-3	-1	-0.2	11	-6	99	0	-1.7	2	x

Next structures:
item	smiles	Keap1-Nrf2 PPI	Wnt act	LANA DNA inh	OPRM1-OPRD1 inv	Cardiac RTF inh	Pemphigus Ab inh	RTF Ca sens act	MOR-DOR ag	Arr AP2 block	V-ATPase pH
25	O=C(NCc1ccccc1)C1CCCN(C(=O)NCc2ccccc2)C1 (centres undefined)	5	1	0.5	8	-1	101	-5	-1.5	-9	-1
26	CCOc1ccc(NS(=O)(=O)c2cc(NC(=O)CCC(=O)c3cccs3)ccc2Cl)cc1	-4	-4	0.5	12	-20	105	-2	-2.5	-3	3
27	CCNc1nc(NCC)nc(N/N=C/c2ccc(N(C)C)cc2)n1	-3	-1	-0.4	11	-7	103	-1	-2.2	7	3
28	CCOC(=O)CN1C(=O)c2ccccc2C1=O	2	x	-2.4	9	3	x	-4	-1.4	3	-1
29	CCc1ccc(OC(C)C(=O)N(Cc2ccccc2)C2CCS(=O)(=O)C2)cc1 (centres undefined)	-1	-1	1.7	11	-21	x	4	-1.4	-5	6
30	CC(C)c1ccc(NC(=O)Cc2ccc(NC3=NC4CS(=O)(=O)CC4S3)cc2)cc1 (centres undefined)	-2	1	0.4	3	-2	100	-4	-0.5	-8	-4
31	Cc1ccc(NC(=O)CN2C(=O)NC3(CCC(C)CC3)C2=O)c(Cl)c1 (centres undefined)	-5	x	3.0	6	-5	99	-1	-1.1	5	-7
32	CC(=O)Nc1ccc2nc(CN3CCN(Cc4ccc(F)cc4)C(CCO)C3)ccc2c1 (centres undefined)	0	-2	1.9	14	-2	94	-3	-2.7	31	11*

Entries listed above that bear a hit mark in V-ATPase pH:
| # | Compound | Keap1-Nrf2 PPI | Wnt act | LANA DNA inh | OPRM1-OPRD1 inv | Pemphigus Ab inh | RTF Ca sens act | MOR-DOR ag | Arr AP2 block | V-ATPase pH |
| --- | --- | --- | --- | --- | --- | --- | --- | --- | --- | --- |
| 32 | CC(=O)Nc1ccc2nc(CN3CCN(Cc4ccc(F)cc4)C(CCO)C3)ccc2c1 (centres undefined) | 0 | -2 | 1.9 | 14 | 94 | -3 | -2.7 | 31 | 11* |

(further entries)
item	smiles	Keap1-Nrf2 PPI	Wnt act	LANA DNA inh	OPRM1-OPRD1 inv	Cardiac RTF inh	Pemphigus Ab inh	RTF Ca sens act	MOR-DOR ag	Arr AP2 block	V-ATPase pH
33	O=C(c1ncn[nH]1)N1CCN(c2nc(-c3ccccc3)cs2)CC1	-2	x	-1.5	13	5	101	-3	-2.7	-15	-1
34	COc1cc(C2=NOC(C(=O)Nc3cc(C)on3)C2)cc(OC)c1OC (centres undefined)	1	2	0.0	5	-4	87	-2	-1.0	-17	2
35	Cc1n(Cc2ccccc2)c2ccccc2[n+]1Cc1ccccc1	-1	-1	-0.4	17	0	106	-4	-3.5	41	-2
36	COC(=O)CCC[C@H]1CC2(C[C@H](CCCO[Si](C)(C)C(C)(C)C)N1C(=O)OC(C)(C)C)OCCO2	4	-2	1.5	5	3	94	-8	-0.9	16	2
37	Cc1cccc(NC(=O)Nc2ccc(S(=O)(=O)Nc3onc(C)c3C)cc2)c1	1	23	0.3	0	-1	95	0	0.0	-8	-2
38	CC(=O)c1ccc(S(=O)(=O)Nc2ccc(-c3ccc4nncn4n3)cc2)cc1	-1	0	-1.0	-12	-1	107	2	1.9	4	-2
39	Cc1ccc(CNC(=O)COc2ccc3c(c2)CCC3)cc1	-1	-1	0.0	6	-17	83	2	-1.1	-3	-1
40	CCn1c2ccccc2c2cc(NC(=O)c3cccc([N+](=O)[O-])c3)ccc21	-4	0	-1.2	-17	1	101	3	3.1	2	1

Taken from above.
Value for entry 33 in MOR-DOR ag: -2.7
Value for entry 34 in Wnt act: 2

(list continues)
item	smiles	Keap1-Nrf2 PPI	Wnt act	LANA DNA inh	OPRM1-OPRD1 inv	Cardiac RTF inh	Pemphigus Ab inh	RTF Ca sens act	MOR-DOR ag	Arr AP2 block	V-ATPase pH
41	Cc1ccc(S(=O)(=O)N2CC(C(=O)O)=CC[C@H]2c2ccc3c(c2)OCO3)cc1	-4	-3	2.5	19	14	102	-9	-3.5	-5	-2
42	O=C(CCN1C(=O)C2CC=C(Cl)CC2C1=O)NCc1ccccc1 (centres undefined)	0	x	9.5	3	9	102	-4	-0.6	1	2
43	O=C(COC(=O)c1cc(Cl)ccc1[N+](=O)[O-])Nc1cccc2ccccc12	0	-1	-2.6	-21	6	x	1	4.3	5	-5
44	CC(=O)c1cccc(NC(=O)C(C)OC(=O)C2CCC2)c1 (centres undefined)	-4	0	0.5	18	3	111	-3	-3.4	-19	4
45	COc1cc(OC)cc(C(=O)Nc2ccc(NC(=O)c3ccco3)c(Cl)c2)c1	-1	2	0.1	-5	0	94	1	0.9	2	-1
46	COc1ccc(NC(=O)COc2ccc3oc(=O)cc(C)c3c2)cc1	6	8	-1.0	15	0	109	5	-3.0	13	5
47	Cc1ccccc1-c1noc(-c2ccccc2C(=O)N2CCCC2)n1	0	x	0.6	18	1	101	-5	-4.5	-5	-3
48	C#Cc1ccc([C@H]2C=C(C(=O)O)O[C@@H](OCc3ccc(CO)cc3)C2)cc1	-1	0	4.4	20	2	93	-2	-3.7	4	-1
49	Cc1ccc(C(=O)N2CCN(Cc3ccccc3)CC2)cc1S(=O)(=O)N1CCOCC1	x	2	x	12	-6	100	-2	-2.4	-2	0
50	CCCOC1CCCN(C(=O)c2cc(COc3cncc(Cl)c3)on2)C1 (centres undefined)	0	23	-0.4	6	-4	92	-2	-1.1	-1	0
51	CC(=O)Nc1ccc(S(=O)(=O)N(C)c2ccc(OCCOc3ccccc3F)cc2)cc1	-3	-3	1.6	-6	-9	x	-1	1.5	-18	-1
